Screening results from PubChem BioAssay.
MCL1 BIM primary: inhibitors of MCL1 binding to BIM-BH3, primary screen, biochemical, fluorescence polarization | 320,000 tested, 0.68% active | GST-MCL1 / FITC-Bim-BH3 fluorescence polarization | inhibition, % at 10.9 µM;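 active = inhibition above the mean inhibition of all tested compounds plus 3 SD, set per campaign, cut at about 40% in these data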;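 note: 0% = DMSO wells and 100% = unlabeled Bim-BH3 peptide control; higher means more loss of mP so more displacement of Bim peptide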
Target sequence (Q07820 whole entry, looked up): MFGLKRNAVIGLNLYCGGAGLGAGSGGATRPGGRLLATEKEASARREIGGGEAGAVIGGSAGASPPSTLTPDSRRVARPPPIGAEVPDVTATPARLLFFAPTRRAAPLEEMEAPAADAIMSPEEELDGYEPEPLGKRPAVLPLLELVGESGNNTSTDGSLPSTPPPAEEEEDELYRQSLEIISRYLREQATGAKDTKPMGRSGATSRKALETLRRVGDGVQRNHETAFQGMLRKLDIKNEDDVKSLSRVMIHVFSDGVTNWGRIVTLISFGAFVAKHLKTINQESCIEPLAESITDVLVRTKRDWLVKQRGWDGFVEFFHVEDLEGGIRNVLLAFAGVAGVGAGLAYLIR
Fam108B inh: mouse Fam108B serine hydrolase inhibitors, primary screen, counter-screen for RBBP9 inhibitor project, biochemical, fluorescence polarization | inhibition, % at 9.51 µM | recombinant Fam108B, FP-Rh probe fluorescence polarization | AID 1947, 2009 | 300,000 tested, 0.33% active;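 active = inhibition above the screen mean inhibition plus 3 SD, computed separately per campaign, cut at about 18% in these data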;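 note: inhibitors lower polarization as less probe binds the enzyme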
MEX-5 binding: MEX-5 zinc finger RNA-binding disruptors – biochemical, C. elegans, fluorescence polarization, MLPCN library, primary screen | MEX-5/FITC-TCR2 RNA binding; active compounds read low | activity score (negative = inhibition of binding), % at 10 µM | 300,000 tested, 0.38% active;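 active = inhibition past about -25% in most replicates, and total fluorescence under double the plate's negative control median, limit read from the data; inconclusive = replicates evenly split on the limit, or fluorescence at least double controls; inactive = too little inhibition in most replicates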;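 note: 0% = DMSO and -100% = 5 µM competing unlabeled TCR2 RNA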
Target sequence (Q9XUB2 whole entry, looked up): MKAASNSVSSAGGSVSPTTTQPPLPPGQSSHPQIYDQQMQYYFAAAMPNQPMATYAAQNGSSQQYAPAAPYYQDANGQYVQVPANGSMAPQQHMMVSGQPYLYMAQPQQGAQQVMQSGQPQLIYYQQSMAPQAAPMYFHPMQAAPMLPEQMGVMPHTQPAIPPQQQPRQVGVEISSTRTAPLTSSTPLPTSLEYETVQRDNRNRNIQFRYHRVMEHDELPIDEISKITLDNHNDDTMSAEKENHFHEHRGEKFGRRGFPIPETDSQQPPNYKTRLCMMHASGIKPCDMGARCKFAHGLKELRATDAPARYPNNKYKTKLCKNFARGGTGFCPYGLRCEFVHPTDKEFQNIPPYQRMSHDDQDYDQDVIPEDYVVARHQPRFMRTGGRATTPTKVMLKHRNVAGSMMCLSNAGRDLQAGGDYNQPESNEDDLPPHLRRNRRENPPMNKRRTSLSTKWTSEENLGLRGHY
AHR act: AHR activators, primary screen, cell-based, luminescence, luciferase reporter, human. AHR-responsive luciferase reporter cells. activation, % at 5 µM. 320,000 tested, 2.5% active. AID 2796, 2010; in the data active = activation above about 47%;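 note: 0% = vehicle wells and 100% = reference agonist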
BCLXL inh: inhibitors of human Bcl-xL, primary screen, biochemical, fluorescence polarization, HTS; GST-Bcl-xL / FITC-Bim BH3 peptide fluorescence polarization; inhibition, % at 10.9 µM; 320,000 tested, 0.7% active;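 active = inhibition above the mean of all tested compounds plus 3 SD, cutoff set per campaign, cut at about 30% in these data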;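 note: 0% = DMSO wells and 100% = unlabeled Bim-BH3 peptide competitor; inhibitors lower millipolarization by displacing the labeled peptide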
pPAFAH FP inh: pPAFAH enzyme inhibitors, primary screen, biochemical, fluorescence polarization, human | 330,000 tested, 1.5% active | recombinant pPAFAH, FP-rhodamine probe fluorescence polarization | AID 463082, 2010 | inhibition, % at 3.39 µM;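 active = inhibition above the mean inhibition across the screen plus 3 SD, cut at about 25% in these data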;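 note: inhibitors block binding of the rhodamine activity-based probe so polarization drops; 0% = enzyme with DMSO and 100% = wells lacking pPAFAH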
GLD-1 TGE inh: GLD-1/TGE RNA complex disruptors, primary screen, biochemical, fluorescence polarization | Female germline-specific tumor suppressor gld-1 (Caenorhabditis elegans), Q17339 | 320,000 tested, 0.44% active | inhibition, % at 5.96 µM | purified GLD-1 + fluorescein TGE RNA | AID 2280, 2010;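 active = percent inhibition above a per-plate cutoff, the plate mean of test compounds plus 3 SD, cut at about 30% in these data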;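 note: 0% = DMSO wells with GLD-1 and probe and 100% = wells lacking GLD-1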
PAFAH1B2 inh: PAFAH1B2 enzyme inhibitors, primary screen, biochemical, fluorescence polarization, human; Platelet-activating factor acetylhydrolase IB subunit alpha2 (Homo sapiens), P68402; inhibition, % at 3.39 µM; recombinant PAFAH1B2, FP-rhodamine activity probe; 340,000 tested, 1.2% active;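 active = inhibition above the mean of all tested compounds plus 3 SD, cut at about 24% in these data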;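 note: 0% = enzyme with DMSO and 100% = wells lacking PAFAH1B2; many of its hits are not listed in these tables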
Target sequence (P68402 whole entry, looked up): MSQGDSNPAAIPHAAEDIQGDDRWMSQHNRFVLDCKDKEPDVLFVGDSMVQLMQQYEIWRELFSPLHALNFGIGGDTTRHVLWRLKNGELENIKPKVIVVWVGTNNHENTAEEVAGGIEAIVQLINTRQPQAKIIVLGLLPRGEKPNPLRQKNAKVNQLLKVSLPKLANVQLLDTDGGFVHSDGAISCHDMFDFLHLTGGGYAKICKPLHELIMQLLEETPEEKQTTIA
PME-1 primary: PME-1 inhibitors via competitive probe labeling, primary screen, biochemical, fluorescence polarization, FP-Rh probe, HTS | Protein phosphatase methylesterase 1 (Homo sapiens), Q9Y570 | recombinant PME-1 | inhibition, % at 5.9 µM | 320,000 tested, 0.53% active;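 active = inhibition above the campaign mean of all compounds plus 3 SD, cut at about 26% in these data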;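 note: competitive labeling of PME-1 active site by serine hydrolase directed probe; 0% = PME-1 with DMSO and 100% = wells lacking PME-1 enzyme; inhibitors block probe labeling so polarization falls and inhibition rises; many of its hits are not listed in these tables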
An asterisk follows results filed as active; ? = inconclusive; / = no result given. Not all compounds are listed, so the mix of outcomes need not match the whole.

SMILES	MCL1 BIM primary	Fam108B inh	MEX-5 binding	AHR act	BCLXL inh	pPAFAH FP inh	GLD-1 TGE inh	PAFAH1B2 inh	PME-1 primary
Cc1ccc(/C=C/S(=O)(=O)NCC(=O)OCC(=O)Nc2ccc(C(=O)N(C)C)cc2)cc1	2	/	/	-1	2	12	-1	5	1
CCC(=O)Nc1ccc(Cl)c(NC(=S)NC(=O)c2cc3ccccc3o2)c1	13	-19	-1.6	9	5	4	4	-2	-5
COc1ccc(CCNC(=O)CSc2nc(N)cc(=O)[nH]2)cc1OC	-1	0	-0.3	-1	4	1	5	4	4
Cc1ccc(SCCNC(=S)Nc2cc(C)cc(C)c2)cc1	8	-9	-1.7	1	4	3	4	2	-13
CCNS(=O)(=O)c1ccc(NC(=S)NCC2CCCO2)cc1 (stereo not given)	8	-2	0.2	0	8	-1	-3	6	-1
CCOC(=O)C1=C(CC)OC(N)=C(C#N)C1c1ccc(OC)c(C)c1OC (stereo not given)	4	-1	-1.6	-1	1	-3	3	0	5
O=C(Cc1ccc(Cl)cc1)NC(=S)Nc1ccccc1O	6	1	-1.5	8	4	-5	3	12	1
Cc1c(OCC(=O)N2CCC(C(N)=O)CC2)ccc2c1oc(=O)c1ccccc12	7	-2	1.5	-2	5	2	2	6	3
COc1ccccc1NC(=O)CCSCCC(=O)Nc1ccccc1OC	11	-1	1.7	5	5	6	3	3	0
CC(=O)N(C(C)=O)c1c(N2CCCC2)c2ccccc2oc1=O	5	-2	-0.1	4	8	2	8	3	0
FC(F)(F)c1cnc2c(-c3ccc(Cl)cc3Cl)noc2c1	7	-5	-0.2	1	6	-4	7	-4	1
O=C(CCc1nc(-c2ccccc2)no1)Nc1cccc(C(=O)NC2CC2)c1	-9	/	/	1	-1	-3	2	4	0
CC(C)NS(=O)(=O)c1ccc(NC(=O)C(C)OC(=O)CCC2CCCC2)cc1 (stereo not given)	-2	/	/	1	-5	21	9	-3	6
CN1CCN(S(=O)(=O)c2ccc(N3CCc4ccccc4C3)nc2)CC1	3	0	1.4	0	2	5	2	1	-1
Cc1ccn(C(=O)c2cc3ccccc3oc2=O)n1	8	0	1.4	1	7	-2	-1	/	5
O=C(CCS(=O)(=O)c1ccccc1)N(CCCN1CCOCC1)c1nc2ccc(F)cc2s1	-3	-2	-0.5	6	7	3	-8	3	2
CCc1c(C(=O)Nc2ncn(Cc3cccc(C)c3)n2)csc1C	1	2	1.0	1	0	-10	11	4	1
COc1ccccc1CNC(=O)c1cc(-c2ccccc2C)nn1CC1CC(c2cccnc2)=NO1 (stereo not given)	0	/	/	0	2	1	2	-3	-2
O=C(Nc1ccc(C(=O)N2CCCCC2)cc1)c1cccc([N+](=O)[O-])c1	-5	-1	1.7	-2	-5	1	-1	1	-1
Cc1ccc(Nc2c([N+](=O)[O-])c(=O)oc3ccccc23)cc1C	-8	-3	1.5	14	-4	2	-11	4	-4

Reprinted from above for reference:
SMILES	MCL1 BIM primary	Fam108B inh	MEX-5 binding	AHR act	BCLXL inh	pPAFAH FP inh	GLD-1 TGE inh	PAFAH1B2 inh	PME-1 primary
Cc1ccc(SCCNC(=S)Nc2cc(C)cc(C)c2)cc1	8	-9	-1.7	1	4	3	4	2	-13
CCNS(=O)(=O)c1ccc(NC(=S)NCC2CCCO2)cc1 (stereo not given)	8	-2	0.2	0	8	-1	-3	6	-1

Other compounds:
SMILES	MCL1 BIM primary	Fam108B inh	MEX-5 binding	AHR act	BCLXL inh	pPAFAH FP inh	GLD-1 TGE inh	PAFAH1B2 inh	PME-1 primary
O=C(NCCN1CCOCC1)c1ccccc1N1C(=O)[C@@H]2Cc3c([nH]c4ccccc34)C(c3ccccc3)N2C1=O (stereo not given in full)	19	0	0.7	17	19	9	20	5	2
COc1ccccc1C(=O)NCC(=O)OCC(=O)N(CC(C)C)c1c(N)n(Cc2ccccc2)c(=O)[nH]c1=O	-12	1	-2.6	-1	-9	2	3	2	-6
Cc1ccccc1C(=O)Nc1ccc(S(=O)(=O)N2CCN(C)CC2)cc1	0	-3	0.1	-1	2	-5	-6	6	-3
Cc1cccc(C)c1NC(=O)Cn1nc(C)n2cccc2c1=O	-5	5	2.3	2	-5	-4	8	3	4
O=C(NC1(C(F)(F)F)C(=O)Nc2c1c(=O)[nH]c(=O)n2Cc1ccccc1)c1ccco1 (stereo not given)	5	2	4.8	0	3	2	0	2	1
COc1ccccc1CNC(=O)[C@H](C)NC(=O)C1CCN(C(=O)[C@@H](N)CCSC)CC1	5	0	-1.9	-1	2	3	-1	-2	1
O=C(O)/C(=C\c1ccccc1)c1ccccc1	1	2	0.7	4	4	-5	-4	7	0
Cc1cc(NC(=O)CSc2nc(C(C)C)nc3c2c(=O)n(C)c(=O)n3C)no1	-1	4	-0.9	2	-1	-3	-3	3	2
Nc1nc2n(n1)C(c1ccc(Cl)cc1)CC(c1ccc(F)cc1)N2 (stereo not given)	3	2	0.1	2	7	0	4	8	7
CN(CC(=O)NC1CCCc2ccccc21)C1CCCCC1 (stereo not given)	4	-2	-0.1	0	5	0	-1	7	18
CCC(Oc1ccccc1OC)C(=O)N1CC(=O)Nc2ccccc21 (stereo not given)	-3	0	-0.7	2	0	-5	-4	-2	2
CC(=O)N/C(=C\c1ccccc1)C(=O)OC(C)C(=O)c1ccccc1 (stereo not given)	0	0	0.3	-1	3	-2	0	3	1
COc1ccc(S(=O)(=O)Cc2ccc(C(=O)NCc3cccnc3)o2)cc1	5	1	-1.0	0	4	1	6	4	-1
COc1ccc(OC2C(=O)N(c3ccc(F)cc3)C2c2ccc(OC)c(OC)c2)cc1 (stereo not given)	6	6	2.7	-2	5	-2	11	7	19
COC(=O)c1cc2occc2n1Cc1nc(-c2ccccc2C)oc1C	-9	-7	-2.6	6	-4	-9	0	0	-5
Cc1cccc(CN2CCN(CCCc3ccccc3)CC2)c1	0	3	1.6	1	3	3	2	/	2
C/C(N)=C(/C#N)C(=O)COc1ccc(Cl)cc1Cl	5	-4	-1.3	10	4	1	3	-2	0
Fc1cccc(CSc2ccc(-c3ccc4c(c3)OCO4)nn2)c1	7	-1	-0.2	9	7	6	4	0	3
COc1ccc(/C=N/N=C2\SC(CC(=O)O)C(=O)N2c2ccccc2)c(OC)c1 (stereo not given)	8	2	-1.8	10	7	6	-4	-2	4
COc1cccc(CNC(=O)c2ccc3c(c2)S(=O)(=O)N=C2CCCCCN23)c1	3	1	2.6	7	0	-2	3	2	5
CC(NC(=O)COC(=O)C1CSC2(C)CCC(=O)N12)C12CC3CC(CC(C3)C1)C2 (stereo not given)	-1	-7	0.7	3	6	-5	-11	3	-5
COc1ccc(C(=O)NNC(=O)CCc2ccccc2OC)cc1	3	-1	2.0	1	2	0	-2	4	0
O=S(=O)(c1cccc(S(=O)(=O)N2CCCC2)c1)N1CCCCC1	6	0	0.5	-1	3	3	7	0	13
C/C(CC(=O)Nc1ccccn1)=N\NC(=O)C(=O)Nc1cccc(C)c1	13	0	0.4	-3	4	2	4	3	1
C=CCOc1ccccc1CNc1ccc2[nH]c(=O)[nH]c2c1	1	3	-0.9	2	7	6	-3	10	4
O=C1N=C(N2CCOCC2)S/C1=C/c1ccc(-c2ccccc2Cl)o1	11	-1	-16	5	12	3	0	-1	1
CC(C)(C)c1ccc(OCc2cnc(Cl)s2)cc1	1	-1	1.8	2	2	4	0	-4	-1
Oc1ccc(-c2nnc(-c3ccc(O)cc3)nn2)cc1	9	-2	-0.9	-1	9	1	-3	3	10
O=C(Nc1nnc(CSCc2ccc(F)cc2)s1)c1cccc([N+](=O)[O-])c1	2	3	0.5	12	-3	20	0	10	3
CC(=O)N1CCN(C(=O)c2cccc(S(=O)(=O)N3c4ccccc4CC3C)c2)CC1 (stereo not given)	/	/	/	3	/	-6	6	9	/
O=C(O)C(=O)Cc1c[nH]c2ccccc12	14	10	-4.5	45	17	13	-1	6	-2
[O-]/C(=C(\C(=S)Nc1ccc(SC(F)F)cc1)[n+]1cccc(CO)c1)c1ccc(Cl)s1	1	-1	-1.2	5	-4	7	1	1	6
CN(C)C1(CNC(=S)Nc2ccccc2C(F)(F)F)CCCCC1	8	4	-1.9	1	5	5	-5	6	0
Cc1nc(Cl)cc(N/N=C/c2ccccc2)n1	4	-2	-0.6	23	-3	5	6	3	-12
FC(F)Oc1ccc(-n2cc(-c3ccccc3)[n+]3c2CCCCC3)cc1	8	3	-1.7	-1	7	0	-2	3	2
COc1ccc(C(=O)Nc2nnc(CC(=O)N/N=C/c3ccc(O)cc3O)s2)cc1	4	-1	?	28	4	11	43*	0	1
CCOC(=O)c1ccc(NC(=S)N2CCN(CCN=CC3=C(O)CC(C)(C)CC3=O)CC2)cc1	0	-6	0.8	4	-3	0	7	1	-5
Cc1ccc(C(=O)NCC(=O)OCN2C(=O)c3ccccc3C2=O)cc1C	1	/	/	-1	2	1	3	-2	3
Cc1ccc(N(CC(=O)NCc2ccccn2)S(=O)(=O)c2ccccc2)cc1C	-5	0	2.7	-1	2	4	9	1	1
Cc1ccc(NC(=O)c2ccc(Nc3c([N+](=O)[O-])cc([N+](=O)[O-])cc3[N+](=O)[O-])cc2)cc1	31	22*	-5.7	-4	22	52*	-1	14	36*
CC(/C=N/NC(=O)c1nnn(-c2nonc2N)c1CN1CCCCC1)=C\c1ccccc1	2	-2	-0.6	-6	-4	3	-3	-1	4
CCN(CC)S(=O)(=O)c1ccc(F)c(C(=O)OC2CC(C)OC2=O)c1 (stereo not given)	0	1	-2.4	-1	3	10	-1	2	-5
O=C(c1ccco1)N1CCN(c2ccc([N+](=O)[O-])c(N3CCOCC3)c2)CC1	0	1	0.4	1	9	5	5	-1	1
CN(C)c1ccc(/C=N/NC(=O)c2ccccc2)cc1	12	0	0.5	47*	3	3	-2	2	6
Cc1ccc(CNc2nc3ccccc3n2C)o1	6	-1	3.8	18	10	4	6	2	-3
Cc1cccc(NC(=O)CSc2nnc(-c3ccccc3)n2N)c1	0	-2	-2.5	10	-1	5	0	9	-26
CCC(Sc1nc(N)cc(=O)[nH]1)C(=O)Nc1cc(C)on1 (stereo not given)	-3	2	-1.0	0	3	3	-1	2	1
COC(=O)c1ccc(Cn2nc([N+](=O)[O-])c(Br)c2C)cc1	-3	0	-0.6	-2	3	16	0	5	6
COc1ccc(S(=O)(=O)NC2CC(C)(C)NC(C)(C)C2)c2ccccc12	6	-3	-0.5	0	3	-1	5	-3	8
CO/N=C/C(=N\Nc1cc(OC)cc(OC)c1)C(=O)c1ccccc1	3	3	0.7	16	8	3	0	3	-8
COCCNC(=O)c1ccc2c(c1)C(=O)c1ccccc1-2	11	1	-3.1	2	5	0	1	4	6
COCCOC(=O)C1=C(C)NC(=O)NC1c1ccc(-c2ccc(F)cc2)o1 (stereo not given)	7	-1	0.1	3	8	6	2	-2	1
COCCn1c(SCC(=O)c2c(N)n(C3CC3)c(=O)[nH]c2=O)nc2ccccc21	6	/	/	12	-5	-4	3	3	5
